FXIIa mix inh – human factor XIIa inhibitors, primary screen, biochemical, pooled compound mixtures, fluorogenic substrate. purified FXIIa. AID 684, 2007. Coagulation factor XII (Homo sapiens), P00748. 0.2% of 62,000 active. inhibition, % at 5 µM;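 also: 0% = enzyme without compound and 100% = no enzyme blank; some results filed as inactive read as strong as hits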
Target sequence (P00748 20-372 limits assumed): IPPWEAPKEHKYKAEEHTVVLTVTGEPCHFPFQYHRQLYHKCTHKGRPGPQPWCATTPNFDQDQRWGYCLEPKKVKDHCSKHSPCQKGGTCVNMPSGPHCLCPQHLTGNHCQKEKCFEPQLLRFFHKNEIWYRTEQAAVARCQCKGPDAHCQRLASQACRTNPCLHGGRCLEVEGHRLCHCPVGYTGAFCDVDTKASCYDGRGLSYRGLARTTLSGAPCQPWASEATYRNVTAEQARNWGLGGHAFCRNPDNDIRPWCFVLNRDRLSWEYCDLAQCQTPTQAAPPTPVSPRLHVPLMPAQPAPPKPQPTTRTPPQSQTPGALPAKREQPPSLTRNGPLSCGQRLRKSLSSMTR
Target sequence (P00748 373-615 limits assumed): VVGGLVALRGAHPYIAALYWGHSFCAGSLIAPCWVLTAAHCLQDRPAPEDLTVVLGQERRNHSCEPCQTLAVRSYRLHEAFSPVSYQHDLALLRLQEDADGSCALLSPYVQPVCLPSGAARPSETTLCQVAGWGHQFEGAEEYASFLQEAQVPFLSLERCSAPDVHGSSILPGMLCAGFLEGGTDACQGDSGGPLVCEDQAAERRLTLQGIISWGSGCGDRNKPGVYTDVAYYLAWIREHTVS
CatL inh – inhibitors of human cathepsin L, biochemical. inhibition, %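 (tested at 10 µM)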. purified cathepsin L, fluorogenic substrate, fluorescence. AID 460, 2006. 0.17% of 58,000 active; in the data active = inhibition above about 45%;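 also: 0% = enzyme with no compound and 100% = no enzyme blank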
Target sequence (P07711 114-288 limits assumed): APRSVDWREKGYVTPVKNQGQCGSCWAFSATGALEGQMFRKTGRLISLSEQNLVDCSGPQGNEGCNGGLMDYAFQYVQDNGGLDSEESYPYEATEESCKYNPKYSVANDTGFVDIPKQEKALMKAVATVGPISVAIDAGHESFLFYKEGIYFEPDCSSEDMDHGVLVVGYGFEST
Target sequence (P07711 292-333 limits assumed): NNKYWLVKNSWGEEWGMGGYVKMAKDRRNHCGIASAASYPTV
FXIa inh mix – FXIa protease inhibitors in compound pools, primary screen, biochemical, 10-compound mixtures | 0.19% of 62,000 active | purified FXIa, fluorogenic substrate, pooled mixtures | inhibition, % at 5 µM | Coagulation factor XI (Homo sapiens), P03951;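 also: each value is inhibition by a whole ten-compound pool holding the compound; 0% = enzyme with no mixture and 100% = wells lacking enzyme; strong numbers were not always called active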
C1s block – complement C1s protease inhibitors, primary screen, biochemical, 10-compound mixtures | Complement C1s subcomponent (Homo sapiens), P09871 | purified C1s, fluorogenic AMC substrate, pooled mixtures | mean inhibition % of two 10-compound mixtures (stronger effect = higher value), % at 5 µM (by protocol) | 0.16% of 62,000 active | AID 538, 2006;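 active = inhibition above 20% in each of the two 10-compound mixture wells holding the compound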;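 also: 0% = enzyme wells lacking compound mixture and 100% = no-enzyme blank wells; some compounds called inactive have numbers as strong as hits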
CatB mix inh – cathepsin B inhibitors from pooled compounds, primary screen, biochemical, compound mixtures, AMC fluorescence | P07858 | Purified cathepsin B, AMC dipeptide fluorescence | inhibition, %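 (ten-compound pools at 5 µM per compound and 50 µM total)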 | 0.06% of 62,000 active; in the data active = inhibition above about 22%, passing the limit was not always enough;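 also: 0% = enzyme without compound and 100% = no enzyme blank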
CatS inh – inhibitors of human cathepsin S, biochemical, compound mixtures | 0.06% of 62,000 active | inhibition, %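 (tested at 5 µM per compound within 10-compound mixtures)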 | recombinant cathepsin S, AMC dipeptide fluorescence, pooled mixtures; in the data active = inhibition above about 32%, passing the limit was not always enough;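 also: 0% = enzyme without compound and 100% = blank without enzyme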
Target sequence (P25774 115-331 limits assumed): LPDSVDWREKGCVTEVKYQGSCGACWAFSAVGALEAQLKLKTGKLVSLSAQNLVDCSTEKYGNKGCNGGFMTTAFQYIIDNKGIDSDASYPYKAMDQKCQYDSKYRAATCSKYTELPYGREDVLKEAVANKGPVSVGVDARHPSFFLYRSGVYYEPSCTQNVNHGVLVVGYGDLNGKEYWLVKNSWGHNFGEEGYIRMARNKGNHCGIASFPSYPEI
CatB inh – human cathepsin B inhibitors, primary screen, biochemical, fluorogenic substrate. P07858. purified cathepsin B, fluorescence. inhibition, %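 (tested at 10 µM)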. 0.1% of 63,000 active. AID 453, 2006; in the data active = inhibition above about 21%;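 also: 0% = enzyme with no compound and 100% = no enzyme blank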
AP complement – alternative complement pathway inhibitors, primary screen, biochemical, ELISA, human serum, orthogonally pooled compounds. 0.08% of 62,000 active. inhibition, % at 5 µM. LPS-coated ELISA, C3 deposition; tested in compound mixtures;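 active = inhibition above 30% in each of the two pooled mixtures holding the compound, so the lower value exceeds 30%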;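 also: 0% = serum in Mg-EGTA without compound and 100% = EDTA serum blank; some compounds past the cut are filed as inactive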
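Test system: human serum alternative complement pathway, C3 deposition on LPS-coated wells; also added: Plate-bound LPS; doses: 5 µM per compound in ten-compound mixtures; schedule: 1 h at 37 °C; detection: Anti-C3 ELISA, OD 450 nm; evaluation: percent inhibition of C3 deposition onto LPS; repeats: two pool placements per compound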
CatG inh – human cathepsin G inhibitors, primary screen, biochemical, pooled compound mixtures, AMC fluorescence | P08311 | purified enzyme, AMC-tetrapeptide fluorescence | inhibition, % at 5 µM (by protocol) | 0.2% of 62,000 active | AID 581, 2007;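 active = inhibition above 20% in each of the two mixture wells holding the compound; inactive = inhibition of 20% or less in either well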;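 also: 0% = enzyme control without mixture and 100% = blank lacking enzyme; strong numbers were not always called active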
Active calls of the source: *; nt = not tested or not shown. Rule as the data show it, unless noted: active = inhibition above about 20% (passing the limit was not always enough); inactive = the rest.

molecule	FXIIa mix inh	CatL inh	FXIa inh mix	C1s block	CatB mix inh	CatS inh	CatB inh	AP complement	CatG inh
CCNc1nc(N)nc(Oc2ccc(OCCOc3ccc(Cl)cc3Cl)nn2)n1	2	0	2	0	-5	-5	-1	16	6
Cc1ccc(C)c(N2CCN(C(=O)CC3Sc4ccccc4NC3=O)CC2)c1 (centres undefined)	1	3	8	10	4	0	6	13	9
O=C(CCC1CCCC1)c1c(O)c2ccccc2oc1=O	13	5	7	16	4	10	3	6	10
CCN(C(=O)COC(=O)c1cnc(C)cn1)C1CCCCC1	15	19	-1	-18	-2	4	-2	0	3
CC1CCCN(Cc2nc3c(c(=O)n(C)c(=O)n3C)n2Cc2cccc3ccccc23)C1 (centres undefined)	5	-11	8	-16	1	-3	-4	17	-1
Cc1ccc(N2Cc3ccccc3OC(C)C2=O)cc1 (centres undefined)	-12	-6	12	1	26	5	-1	8	-2
CC(C)NC(=O)CN1CCN(c2ncccn2)CC1	-15	4	-1	-3	-3	12	-1	13	4
Cc1ccc(-n2c(O)c(/C=N/n3cnnc3)c3ccccc3c2=O)cc1	15	7	0	2	-5	-4	-1	-1	6
COc1ccc(CCNC(=O)Cn2nnc(-c3cccs3)n2)cc1OC	7	3	2	1	30	45	-1	-1	4
CCOC(=O)CS(=O)(=O)c1nc(-c2ccccc2)cc(C(F)(F)F)n1	1	6	8	-1	2	7	5	-4	-6
Cc1cc(NC(=O)CSc2nc(-c3ccccc3)c(C#N)c(=O)[nH]2)no1	1	4	4	-14	7	0	-6	18	-3
CCCn1nnnc1NC(=O)CSc1ccc(Cl)cc1	8	-8	25	2	0	25	3	8	1
CC1=C(C(=O)N2CCCCC2)C(c2cccs2)NC(=O)N1 (centres undefined)	4	-14	3	-3	-4	-10	-3	20	0
COc1ccccc1N1CCN(C(=O)CSc2ncccc2-c2nc3ccccc3[nH]2)CC1	16	15	6	-41	4	11	4	-10	-9
CCn1c(C(=O)N2CCC(C(=O)NCCCSC3CCCCC3)CC2)cc2sccc21	7	nt	4	-2	0	24	-1	20	-3
CN1CCN(c2nc3nonc3nc2N2CCN(C)CC2)CC1	-1	2	8	7	2	-10	3	6	10
O=C(CN1CCN(C2CCCCC2)CC1)c1ccc2cc[nH]c2c1	-1	-10	-4	-51	0	2	6	-1	-16
COc1ccc(Cl)cc1C(=O)N1CCN=C1SC	2	nt	9	-11	3	15	5	-7	17
CCOc1ccc(C(=O)NCc2ccncc2)cc1	2	1	6	17	4	-5	0	1	12
CCOC(=O)c1c(C)[nH]c(C)c1C(=O)COC(=O)C1CCCN1S(=O)(=O)c1ccccc1F (centres undefined)	4	14	4	-6	2	4	2	13	-2

Next part
molecule	FXIIa mix inh	CatL inh	FXIa inh mix	C1s block	CatB mix inh	CatS inh	CatB inh	AP complement	CatG inh
Cc1ccccc1Cn1nc(C)c(NC(=O)c2noc3c2CCCC3)c1C	5	1	-3	2	2	19	6	3	-2
COc1ccc(OCC(O)CN2C(=O)c3ccccc3S2(=O)=O)cc1 (centres undefined)	7	-1	10	0	-3	-5	1	14	1
O=C(CNC(=O)c1ccco1)OCC(=O)c1ccc2c(c1)CCCC2	0	7	7	15	8	3	10	15	8
CCOC(=O)c1cnn(-c2nc(CC)nc3sc4c(c23)CCC4)c1N	20	40	7	8	1	-6	6	4	8
CCOC(=O)c1ccc(N2C(=O)CC(N3CCN(C(=O)c4ccco4)CC3)C2=O)cc1 (centres undefined)	1	-15	5	1	-6	5	1	10	10
CCc1ccc(OCCCC(=O)O)c(Br)c1	-1	10	7	12	-1	7	3	-11	8
O=C(CN1CCCCC1)Nc1ccc(S(=O)(=O)NC2CCCCC2)cc1	-3	-2	5	4	5	-2	-1	3	0
CC1CN(Cc2nc3c(c(=O)n(C)c(=O)n3C)n2Cc2ccccc2)CC(C)O1 (centres undefined)	3	5	1	-12	3	0	1	14	-3
Cc1[nH]c(=S)n(CC2CCCO2)c1C (centres undefined)	2	1	3	-16	7	13	6	-8	-14
O=C(COc1ccccc1)N1CCc2ccccc2C1	9	-12	7	-1	4	-2	-6	5	1
CCOC(=O)C1Cn2c(nc3c(c2=O)C2(CCCC2)Cc2ccccc2-3)S1 (centres undefined)	6	3	2	5	0	0	1	4	-1
COc1ccc(OC)c(NC(=O)Cn2cc(C#N)c3cc(Br)ccc32)c1	8	5	-22	-57	-11	-31	-2	12	-10
c1cc2nnnn2nc1N1CCCCC1	7	1	5	15	5	4	-6	13	10
COC(=O)c1[nH]c2cccc(OC)c2c1NC(=O)CCN1CCC(C)CC1	10	-22	-2	0	-8	-5	-1	5	8
COc1ccc(-n2nnnc2SCC(=O)c2cccc(OC)c2)cc1	-3	3	4	12	5	3	5	25	14
Oc1c(C(c2ccccc2)N2CCN(Cc3ccccc3)CC2)sc2ncnn12 (centres undefined)	6	14	3	2	2	9	3	19	8
COC(=O)CSc1nc2ccccc2c(=O)n1C	3	21	-2	-2	-1	3	1	-12	0
O=C(O)c1ccc(Cl)c2c1C1C=CCC1C(c1ccccn1)N2 (centres undefined)	1	3	9	13	1	-1	-8	17	8
Cc1cccc(-c2noc(-c3ccccc3C(=O)NCC3CCCO3)n2)c1 (centres undefined)	7	-6	9	2	0	4	0	8	4
COCCNC(=O)C1CC(=O)N(CCc2ccccc2)C1 (centres undefined)	1	1	-1	-14	0	-6	-1	9	-4

Compound profiles, from the list above.
`CC(C)NC(=O)CN1CCN(c2ncccn2)CC1` is entered as FXIIa mix inh: -15; CatL inh: 4; FXIa inh mix: -1; C1s block: -3; CatB mix inh: -3; CatS inh: 12; CatB inh: -1; AP complement: 13; CatG inh: 4
`COc1ccccc1N1CCN(C(=O)CSc2ncccc2-c2nc3ccccc3[nH]2)CC1` is entered as FXIIa mix inh: 16; CatL inh: 15; FXIa inh mix: 6; C1s block: -41; CatB mix inh: 4; CatS inh: 11; CatB inh: 4; AP complement: -10; CatG inh: -9

The listing continues:
molecule	FXIIa mix inh	CatL inh	FXIa inh mix	C1s block	CatB mix inh	CatS inh	CatB inh	AP complement	CatG inh
Cc1ccc(NCc2nnc(SCC(=O)N3CCCCC3)n2CC2CCCO2)c(C)c1 (centres undefined)	-2	-1	4	2	3	-1	-5	5	3
CCOC(=O)N1CCN(C(=O)c2ccc3c(c2)ncn3C2CCCC2)CC1	3	1	8	3	6	-2	-6	12	-2
NC(=O)C[C@@H]1N[C@]2(C(=O)Nc3ccccc32)[C@@H]2C(=O)N(c3cc(C(F)(F)F)ccc3Cl)C(=O)[C@H]12	11	-11	2	2	-1	-8	0	10	-1
CN(C(=O)COC(=O)c1nc(-c2ccccc2)n(-c2ccccc2)n1)C1CCS(=O)(=O)C1 (centres undefined)	6	17	5	-47	3	6	3	-3	-8
O=C1CCC2CCCCC2(O)O1 (centres undefined)	11	24	6	-5	7	11	-1	8	0
CC1(C)CC(=O)C(C=Nc2ccc3[nH]ncc3c2)=C(O)C1	6	-9	1	-15	-3	-6	2	23	-2
COC(=O)c1ccccc1N(C)C(=O)C12CCC(C)(C(=O)O1)C2(C)C (centres undefined)	7	11	0	-10	2	-5	6	3	8
Cc1nn(C(=O)c2ccoc2C)c(N)c1-c1ccccc1	3	1	3	17	5	-11	5	10	16
CCOC(=O)C1=C(C)NC(SCC(=O)OC)=C(C#N)C1c1ccc(C(=O)OC)cc1 (centres undefined)	8	-2	0	-12	2	5	15	-10	-11
CCCn1nnc(NC(=O)c2cccc(OCC(C)C)c2)n1	8	nt	7	14	3	-3	2	12	12
COc1ccc(C(=O)Nc2nnc(Cc3cccs3)s2)cc1OC	9	18	6	-27	6	6	-4	6	-3
CCC1SC2=NC(C)=C(C(=O)OC)C(c3ccc(C)cc3)N2C1=O (centres undefined)	11	6	-3	-36	-4	9	2	-8	-3
COc1ccc(S(=O)(=O)NCC(c2cccnc2)N2CCN(c3ccc(F)cc3)CC2)cc1C (centres undefined)	2	-2	7	6	7	20	-3	14	1
COc1ccc(C2c3c(oc4ccc(Cl)cc4c3=O)C(=O)N2Cc2ccco2)cc1OC (centres undefined)	1	16	8	14	-3	-4	11	-1	8
Cn1c(/N=C/c2ccc3c(c2)OCO3)nc2ccccc21	1	10	10	12	7	-4	5	11	13
COC(=O)CCC(=O)c1oc2ccc(Cl)cc2c1NC(=O)CCCN1C(=O)c2ccccc2C1=O	4	-3	3	-22	0	0	-4	10	-3
COc1ccc(C)cc1S(=O)(=O)Nc1ccc(F)c(Cl)c1	6	6	0	-16	6	18	7	-11	-15
COc1ccc(OCC(=O)Nc2ccc3c(c2)nc(CCN2CCOCC2)n3C)cc1	7	1	18	8	4	11	1	-11	8
Cc1cc(=O)[nH]c(SCC(N)=O)c1C#N	2	9	0	-12	1	-2	0	-11	-5
CC(C)=CC1C(C(=O)Nc2ccc(Br)cn2)C1(C)C (centres undefined)	1	17	8	14	0	-11	2	6	29

The results go on:
molecule	FXIIa mix inh	CatL inh	FXIa inh mix	C1s block	CatB mix inh	CatS inh	CatB inh	AP complement	CatG inh
COc1ccc(CCNC(=O)CSc2nc(-c3ccco3)cc(C(F)(F)F)n2)cc1	-19	6	6	9	5	-6	8	9	11
COc1cccc(C(=O)Nc2cc(=O)n(C)c(=O)n2C)c1	-5	7	4	-26	0	0	3	10	-7
N=c1n(Cc2ccc(Cl)cc2)c2ccccc2n1CC(O)c1ccco1 (centres undefined)	5	nt	5	-35	5	1	nt	21	-2
c1ccc(CCc2nn3c(-c4ccncc4)nnc3s2)cc1	8	-3	-1	18	6	0	2	9	11
COCCSc1ccccc1C(=O)NCCCn1ccnc1	-12	2	-5	-1	2	-2	-1	14	6
Cc1cc(C(=O)NC2CCCC2)on1	12	nt	10	5	6	1	-1	25	1
CCOC(=O)c1cnc(SCc2nc(N)nc(Nc3ccc(C)cc3)n2)nc1N	0	nt	6	8	3	6	6	9	8
CCOC(=O)c1nnc2cc(-c3ccc(Br)cc3)nn2c1C	9	7	-5	-9	1	14	0	-10	-4
CCOC(=O)Cn1c(C)c(C#N)c2ccccc21	-20	0	-1	-78	-2	-10	-3	6	0
CSCCC(NC(=O)COc1ccccc1)C(=O)N1CCN(c2ccccc2F)CC1 (centres undefined)	12	12	3	7	3	4	1	12	7
COc1ccc(CNC(=O)CSc2nnc(-c3ccc(NC(C)=O)cc3)n2C)cc1	2	3	2	11	0	1	0	8	20
CCCS(=O)(=O)N1CCCC(C(=O)NCCCN2CCN(c3cccc(Cl)c3)CC2)C1 (centres undefined)	1	8	6	2	6	0	-4	11	1
Cc1nc2ccc(Br)cn2c(=O)c1Cl	4	2	10	-6	0	-3	3	19	-4
O=C(CCc1ccccc1)OCCN1CCOCC1	5	4	2	-2	-4	5	-1	-4	1
C(=N\n1cnnc1)/c1ccc(N2CCOCC2)cc1	7	-5	4	2	2	6	5	2	0
CCN(CC)CCOC(=O)c1ccc(N=CC2=C(O)CC(C)(C)CC2=O)cc1	6	1	0	11	6	-3	2	16	12
COC(=O)c1c(NC(=O)CN2CCN(C(=O)c3ccco3)CC2)c2cc(C)ccc2n1C	1	4	-15	-107	-3	-8	2	26	1
Cn1cccc1Cc1nnc(SCC(=O)NCc2ccco2)n1CCc1ccccc1	1	-3	5	-4	-4	-12	-2	13	-3
CC1CCCC(NC(=O)CC2Nc3ccccc3NC2=O)C1C (centres undefined)	-3	-1	0	15	17	-9	-1	20	10

Some of the compounds tested; count on the stated rates, not on these rows.
